Assay outcomes deposited in PubChem by The Scripps Research Institute Molecular Screening Center.
PLC-gamma1 inh: PLC-gamma1 (human) inhibition, primary screen; P19174; inhibition, % at 12.2 µM; hit rate 0.84% among 370,000; purified PLC-gamma1, fluorogenic substrate, fluorescence; in the data active = inhibition above about 9.5%
ADAM10 inh: ADAM10 inhibition, QFRET primary screen | O14672 | recombinant ADAM10, EDANS/DABCYL FRET peptide cleavage, 3 h | inhibition, % at 7 µM | hit rate 0.62% among 370,000;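 active = inhibition above a per-campaign cutoff equal to the mean of compounds falling between control-based bounds plus 3 SD, cut at about 20% in these data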;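 also: 0% = DMSO wells while the 100% control is not disclosed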
hcDAF-12 act: activates DAF-12 receptor from parasite H. contortus; HEK293 hcDAF-12 lit1-tk-luc reporter, luminescence; 0% DMSO, 100% Δ7-dafachronic acid; activation, % at 6.8 µM; hit rate 1.4% among 370,000;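 active = activation above the mean of all tested compounds plus 3 SD, cut at about 5.5% in these data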;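 also: 100% = response to 3 µM Δ7-dafachronic acid high control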
PLC-beta3 inh: blocks human PLC-beta3 enzyme activity | Purified PLC-beta3, fluorogenic substrate, fluorescence | Q01970 | inhibition, % at 12.2 µM | hit rate 0.18% among 370,000 | AID 720704; in the data active = inhibition above about 11%;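 also: 0% = median of compound wells on plate and 100% = full blocker control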
hgDAF12 agonist: activates the H. glycines DAF-12 receptor ligand-binding domain | HEK293 GAL4-hgDAF12 UAS-luciferase reporter, agonist luminescence; normalized to butyrate control | activation, % at 6.8 µM | hit rate 1.8% among 370,000 | AID 687014;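 active = activation above a cutoff set at the mean of all screened compounds plus 3 SD, cut at about 10% in these data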;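 also: 0% = DMSO wells and 100% = sodium butyrate wells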
HGIII-sPLA2 inh: Inhibits HGIII-sPLA2 liposome hydrolysis, primary screen. inhibition, % at 12.2 µM. Q9NZ20. QFRET BODIPY PC-A2 liposome hydrolysis, fluorescence. hit rate 0.56% among 370,000;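 active = inhibition above mean plus 3 SD of compounds lying within the high and low control bounds, cut at about 19% in these data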;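 also: 0% = median of test compound wells and 100% = no enzyme DMSO wells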
ADAM17 inh: inhibitors of human ADAM17. hit rate 0.83% among 370,000. recombinant ADAM17, EDANS/DABCYL FRET peptide cleavage. AID 720648. inhibition, % at 6.95 µM;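 active = inhibition above the mean of compounds lying between control limits plus 3 SD, set per campaign, cut at about 8.5% in these data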;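 also: 0% = DMSO-only wells as the low control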
ssDAF12 agonist: activates DAF-12 receptor from parasite S. stercoralis; activation, % at 6.8 µM; HEK293 ssDAF-12/GRIP1 lit1-tk-luc reporter, luminescence; % of 3 µM dafachronic acid response; AID 652126; hit rate 1% among 370,000;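 active = activation above the mean over all tested compounds plus 3 SD, cut at about 0.9% in these data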;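 also: 0% = DMSO-only wells and 100% = 3 µM delta7-dafachronic acid wells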
FXN GAA850 act: frataxin GAA850 promoter activation. activation, % at 6 µM. HEK293 lucGAA850 FXN promoter luciferase reporter, 24 h; percent of 10 µM SAHA response. AID 540364. hit rate 0.56% among 360,000;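 active = activation above the average of all compounds screened plus 3 SD, cutoff fixed separately per campaign, cut at about 7.5% in these data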;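 also: 0% = DMSO wells and 100% = 10 µM SAHA wells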
DAX1 inh-1: NR0B1 (DAX1) inhibition. hit rate 0.99% among 340,000. AID 504766. HEK293 Gal4-DAX1 luciferase reporter, luminescence. inhibition, % at 6.75 µM;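 active = inhibition above the mean over all tested compounds plus 3 SD, cut at about 4.2% in these data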;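 also: 0% = DAX1-transfected cells with DMSO and 100% = empty-vector control cells with DMSO; inhibition shows as a rise in luminescence from relieved DAX1 repression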
DAX1 inh-2: inhibitors of DAX1 repression of SF-1 activated StAR promoter; inhibition, % at 6.8 µM; hit rate 1.1% among 370,000; AID 652010; HEK293T StAR-luciferase reporter, SF-1/DAX-1 repression relief;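 active = inhibition above the mean over all tested compounds plus 3 SD, cut at about 3.6% in these data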;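 also: 0% = DAX-1 cells with DMSO and 100% = cells lacking DAX-1 with DMSO; higher inhibition means more luminescence from relief of DAX-1 repression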
* hit, by the source's call; i = inactive; x = no result given.

SMILES | PLC-gamma1 inh | ADAM10 inh | hcDAF-12 act | PLC-beta3 inh | hgDAF12 agonist | HGIII-sPLA2 inh | ADAM17 inh | ssDAF12 agonist | FXN GAA850 act | DAX1 inh-1 | DAX1 inh-2
COCCN1Cc2cccc(C(=O)Nc3ccc(S(=O)(=O)N4CCCCC4)cc3)c2C1=O | -1 | -1 | -0.6 | -4 | 1.7 | 2 | -3 | -1.5 | -2.1 | -2.0 | -0.2
CN(C)C(=O)C1C2NC(=S)N(c3ccccc3)C1(C)Oc1ccccc12 (stereo not given) | 2 | -8 | -0.8 | -8 | 1.2 | 14 | -2 | -1.4 | -0.3 | 0.4 | -0.6
CSc1ccc(CN2C(=O)C(C)Sc3ccc(C(C)=O)cc32)cc1 (stereo not given) | 2 | 3 | -0.1 | -3 | -1.6 | 3 | 0 | -1.7 | 2.1 | x | -1.3
O=C(CCCCCN1C(=O)C2C3C=CC(C3)C2C1=O)Nc1nccs1 (stereo not given) | -2 | -8 | 0.2 | 2 | 0.9 | 5 | 0 | -1.3 | -1.5 | -0.5 | 0.4
CCN1CCCC1Cn1cnc2c([nH]c3ccc(Cl)cc32)c1=O (stereo not given) | -14 | -40 | 1.1 | -11 | 0.7 | -2 | -16 | -0.9 | 0.0 | -0.2 | -0.2
Cc1onc(-c2ccccc2)c1C(=O)N(CC(C)C)c1c(N)n(CC(C)C)c(=O)[nH]c1=O | -1 | -10 | -1.0 | -1 | 1.1 | 5 | -1 | -0.4 | 0.5 | -0.1 | 1.3
O=C1OC[C@H]2CCCN2C(=O)[C@@H](CC(=O)N(CCO)Cc2ccccc2)C/C=C\CC[C@H]1Cc1ccc(F)cc1 | 3 | 8 | -0.6 | 3 | 0.6 | -27 | 3 | -1.7 | -1.9 | 2.6 | -0.3
O=C(COC(=O)C1CC1)Nc1ccc(Cl)cn1 | -12 | -23 | -0.1 | -15 | -1.0 | 14 | -7 | 0.3 | 0.8 | 1.0 | 0.1
O=C(NCCCO)c1cc2ccccc2[nH]1 | -1 | -4 | 1.4 | 6 | 1.8 | 1 | -5 | -1.4 | 3.3 | 0.5 | -0.7
CN(C)c1ccc(/C=C/c2nnnn2-c2ccccc2)cc1 | -303 | -74 | 11* | -400 | 17* | 2 | -22 | 0.2 | 8.3* | 3.9 | 3.0
COc1ccc(N2CCN(C(=O)CCCC3=NS(=O)(=O)c4ccccc4N3)CC2)cc1 | 4 | -8 | -1.8 | 4 | -1.5 | 4 | -2 | -1.3 | -1.1 | 0.2 | -1.3
C=CCC[C@@H](Cc1ccc(F)cc1)C(=O)OC[C@@H](Cc1ccccc1)NC(=O)[C@@H](CC=C)CC(=O)N[C@@H](CO)Cc1ccccc1 | 1 | 10 | 0.3 | 3 | -0.5 | 4 | -1 | -1.2 | -5.4 | 0.4 | 0.6
CC12CCC(C(=O)N3CCCc4ccccc43)(CC1=O)C2(C)C (stereo not given) | -2 | -9 | -1.7 | -1 | 0.7 | 1 | -6 | -0.7 | -1.9 | 0.2 | -0.1
Cc1ccc(NC(=O)C(=O)NCCc2c[nH]c3ccccc23)c(C)c1 | -2 | -4 | -1.3 | 1 | -2.4 | -62 | -2 | -1.7 | -0.2 | -0.3 | 0.5
COc1cc([N+](=O)[O-])ccc1NC(=S)Nn1cnnc1 | 6 | 5 | -0.4 | -4 | -0.6 | 12 | 0 | -0.6 | 2.7 | 0.2 | -0.2
Cc1ccccc1Nc1nnc(SCC(=O)c2c(N)n(C)c(=O)n(C)c2=O)s1 | -1 | 4 | 0.1 | -4 | -2.3 | -5 | -3 | -1.6 | 1.3 | -1.2 | -0.4
O=C(Nc1ccccc1C(F)(F)F)N1CCCC(O)C1 (stereo not given) | 1 | 2 | -2.3 | 3 | 1.0 | 4 | 1 | -1.1 | -2.6 | 1.0 | -0.1
O=C(CCNC(=O)c1ccc([N+](=O)[O-])cc1)NCCc1ccccc1 | -2 | -1 | -1.9 | -5 | 0.1 | 1 | -3 | -1.3 | 1.8 | 1.1 | 0.0
CCOCCCN(Cc1ccco1)S(=O)(=O)c1csc(C(N)=O)c1 | 1 | 2 | -1.5 | -1 | 0.1 | -4 | -1 | -1.5 | 0.7 | 0.3 | 3.0
Nn1c(SCC(=O)N2CCCC2=O)nnc1-c1cccs1 | -1 | -9 | 0.1 | 1 | 0.3 | 4 | -5 | -0.4 | -0.1 | 2.4 | -0.3
Cc1nc(C)c(-c2csc(NCCc3ccccc3)n2)s1 | -7 | -12 | -4.9 | -8 | 0.8 | -3 | -4 | -1.1 | 0.8 | -1.4 | -1.5
CCOC(=O)[C@@]12CCC3=C1N(CCC3)C(=O)[C@H](CC(=O)N1CCN(C(=O)c3ccco3)CC1)C2 | -1 | 0 | 0.9 | 0 | -0.8 | 9 | -6 | -0.8 | x | x | 0.3
Cc1cccc(C(C)C)c1NC(=O)c1c(-c2ccccc2)noc1C | -1 | -7 | 0.7 | -9 | -0.7 | 2 | -3 | -1.3 | -0.2 | 0.3 | -0.1
O=C1CC(N2CCN(Cc3ccc(Cl)cc3)CC2)C(=O)N1CCc1ccccc1 (stereo not given) | -1 | -9 | -2.3 | -6 | -3.7 | 6 | -99 | -0.8 | -2.2 | 0.8 | -1.2
O=C(CN1CCCCC1)NN(Cc1ccccc1)c1ccccc1 | 2 | 3 | 1.6 | 2 | 1.8 | 2 | 1 | -0.7 | -2.6 | 0.1 | 0.3
Cc1nnc(SCC(=O)NC(=O)NC(C)C)s1 | -1 | -3 | -1.3 | -3 | -3.0 | 8 | -1 | -1.9 | 0.2 | 1.1 | 0.6
CC(NC(=O)COC(=O)CCC(=O)c1ccc(F)cc1)c1ccccc1 (stereo not given) | -1 | -2 | -0.7 | -4 | 2.7 | -9 | -1 | -1.2 | 3.5 | 1.3 | -0.6
CN(C)c1ccc(NS(=O)(=O)c2ccc(Cl)cc2)cc1 | 8 | 34* | -3.5 | 6 | -2.3 | 17 | 13* | -1.4 | 0.3 | -0.1 | -1.1
COc1ccc(C2CC(c3c(-c4ccccc4)c4cc(Cl)ccc4[nH]c3=O)=NN2S(C)(=O)=O)cc1OC (stereo not given) | 3 | -11 | -2.2 | 0 | -2.1 | -12 | -2 | -1.5 | -3.5 | -1.8 | -0.8
CC(=O)Nc1ccc(NC(=O)COC(=O)c2cc([N+](=O)[O-])ccc2N2CCOCC2)cc1 | -1 | -4 | -2.2 | -7 | -0.8 | 1 | -3 | -1.0 | 1.1 | -0.2 | -0.7
CC1CC(=O)c2cnc(N3CCOCC3)nc2C1 (stereo not given) | 2 | 5 | 2.1 | 2 | 5.2 | 4 | -4 | -0.1 | 2.3 | 0.9 | 0.3
CCN(CC(=O)NCc1cccs1)S(=O)(=O)c1cccc(Br)c1 | 1 | -6 | -2.1 | -7 | -1.3 | 10 | -6 | -1.7 | -0.8 | 0.4 | -1.7
Cc1cccc(-c2ccc(NC(=O)C3CCN(CC4CC4)CC3)cc2)c1 | 2 | -5 | -0.7 | -5 | -0.9 | -5 | -3 | -1.4 | 1.6 | 1.8 | -0.1
O=C(Oc1ccc(N(Cc2cccs2)C2=NS(=O)(=O)c3ccccc32)cc1)c1ccco1 | -26 | -16 | -1.6 | -40 | -1.0 | 2 | -6 | -1.4 | 0.1 | 0.7 | -0.1
CC(CN1CCCCC1)NC(=O)c1scnc1-c1ccccc1 (stereo not given) | 0 | 2 | -0.4 | 0 | -2.4 | 1 | 0 | -1.2 | x | x | 0.1
COCCNC(=O)C(OC(=O)c1cc2oc(C)cc2n1C)C(C)C (stereo not given) | -1 | -8 | 0.6 | -2 | 1.4 | -11 | -3 | -0.9 | 0.3 | 0.0 | 0.5
c1ccc2c(-c3cnc4cccnn34)cncc2c1 | -439 | i | -1.4 | i | 0.6 | -6 | -199 | 0.5 | 2.4 | x | 0.8
CCOC(=O)Cc1csc(NC(=O)c2sc3nc4c(C)cc(C)cc4cc3c2N)n1 | -144 | -166 | -0.4 | -187 | 5.2 | -10 | -62 | -0.1 | 1.8 | 0.1 | 0.4
O=C(NCCNc1ccc([N+](=O)[O-])cc1)c1ccccc1Br | 2 | 13 | -2.7 | 4 | -1.3 | 1 | -1 | -0.9 | 1.8 | -0.6 | -1.2
O=C1NC[C@@H](CCCCN2C[C@H](Cc3ccc(O)cc3)N(CCc3ccc(O)cc3)C(=O)C2=O)N(CCc2ccc(O)cc2)C1=O | 2 | -7 | -1.3 | 5 | -3.1 | -11 | -2 | -0.6 | x | x | -0.9
Cc1ccc(NS(=O)(=O)c2cn(C)c(=O)n(C)c2=O)c(C)c1 | -1 | -15 | 0.6 | 1 | -2.3 | 2 | -1 | -0.5 | 0.8 | -0.1 | 0.1
O=C(Nc1ccc2c(c1)OCCO2)C1CCN(S(=O)(=O)c2ccc3c(c2)OCCO3)CC1 | -1 | -4 | -1.1 | 2 | 0.5 | -13 | -2 | -0.7 | 1.1 | -0.5 | -0.1
O=C(NCc1cccs1)c1nn2cccnc2c1Cl | -13 | -6 | 0.2 | -15 | 3.0 | -3 | -5 | -0.4 | 0.5 | 1.2 | 0.1
O=C(COC(=O)c1nc(Cl)c(Cl)c(Cl)c1Cl)NCc1ccccc1 | -3 | -9 | -0.7 | -6 | -2.4 | -4 | -2 | -1.6 | 4.3 | 0.9 | 1.9
O=C(Cc1ncon1)Nc1ccc(F)c(F)c1F | 3 | 3 | -1.4 | -3 | -1.9 | -10 | -1 | -0.7 | -0.4 | 1.5 | -0.7
CC1(C)CC(=O)C=C(c2ccc(F)nc2)C1 | 1 | 2 | -0.7 | -1 | 0.9 | 7 | -4 | -0.7 | 2.3 | 0.0 | -1.1
Cn1cc(S(=O)(=O)NCCc2ccccc2)c(=O)n(C)c1=O | 3 | 3 | -0.4 | -5 | -2.0 | 6 | -3 | -1.9 | 2.4 | 0.3 | 0.1
COc1ccc(NC(=O)CN2CCCCC2)c([N+](=O)[O-])c1 | 6 | 5 | 1.0 | -5 | 6.2 | 11 | -6 | -1.5 | 4.7 | -1.1 | 0.4
CC(NC(=O)c1cc2cc(F)ccc2[nH]1)c1ccccc1 (stereo not given) | -5 | -10 | 4.5 | -14 | 0.7 | -3 | -8 | -0.3 | -0.2 | 0.2 | -0.5
CN(Cc1cnn(-c2ccccc2)c1)C(=O)c1cccc(S(=O)(=O)N(C)c2ccccc2)c1 | 1 | 3 | -1.6 | -1 | -4.0 | -16 | 1 | -1.7 | 0.5 | -0.7 | -2.4

Among those listed so far, these contain bromine:
SMILES | PLC-gamma1 inh | ADAM10 inh | hcDAF-12 act | PLC-beta3 inh | hgDAF12 agonist | HGIII-sPLA2 inh | ADAM17 inh | ssDAF12 agonist | FXN GAA850 act | DAX1 inh-1 | DAX1 inh-2
CCN(CC(=O)NCc1cccs1)S(=O)(=O)c1cccc(Br)c1 | 1 | -6 | -2.1 | -7 | -1.3 | 10 | -6 | -1.7 | -0.8 | 0.4 | -1.7
O=C(NCCNc1ccc([N+](=O)[O-])cc1)c1ccccc1Br | 2 | 13 | -2.7 | 4 | -1.3 | 1 | -1 | -0.9 | 1.8 | -0.6 | -1.2
